Source: PubChem BioAssay (several laboratories)
NR2E3 ag-1 – NR2E3 (human) agonism | inhibition of corepressor binding, % at 4.78 µM | 320,000 compounds, 0.12% hits | AID 2300 | GST-NR2E3/biotin-RetCOR TR-FRET, 1536-well;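 active = percent inhibition above the cutoff of mean plus 3 SD of all tested compounds, set per screening campaign, cut at about 20% in these data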;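 note: 0% = DMSO wells and 100% = biotin wells as full block of FRET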
Target sequence (Q9Y5X4 whole entry, looked up): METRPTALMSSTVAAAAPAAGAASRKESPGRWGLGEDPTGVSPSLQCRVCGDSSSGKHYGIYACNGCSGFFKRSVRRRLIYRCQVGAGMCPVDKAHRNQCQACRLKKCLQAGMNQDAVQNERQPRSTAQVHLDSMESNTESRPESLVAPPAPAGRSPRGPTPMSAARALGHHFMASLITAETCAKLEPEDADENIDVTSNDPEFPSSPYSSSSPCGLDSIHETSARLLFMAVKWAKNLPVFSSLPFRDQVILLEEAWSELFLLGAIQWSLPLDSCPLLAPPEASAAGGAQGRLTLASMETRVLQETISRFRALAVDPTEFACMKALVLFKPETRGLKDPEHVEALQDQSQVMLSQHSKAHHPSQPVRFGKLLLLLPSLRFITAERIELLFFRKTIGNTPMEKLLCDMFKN
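Assay system: NR2E3–RetCOR corepressor complex. Quantity: 1.35 nM GST-NR2E3. Buffer or medium: pH 7.5 Tris-based buffer. Reagent: biotinylated RetCOR corepressor at 7 nM final. Schedule: 5 h at 4 °C. Detection: TR-FRET, emission read at 617 and 671 nm. Replicates: one well per compound, singlicate testing.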
MITF TRPM1 inh – reduces MITF-dependent TRPM1 promoter luciferase signal; SK-MEL-5 TRPM1 promoter luciferase, 24 h; inhibition, % at 12.5 µM; 330,000 compounds, 0.83% hits; AID 488899;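 active = mean inhibition across replicates of 60% or more, whatever share of single replicates reaches that level; inconclusive = some that reach 60%, reason not given; inactive = mean inhibition across replicates below 60%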; note: values of inactives mirror those of a sister screen read the other way
NR2E3 ag-2 – agonists of human NR2E3 nuclear receptor; Q9Y5X4; CHO-S Gal4-NCOR/VP16-NR2E3 two-hybrid, luciferase; inhibition of corepressor binding, % at 3.98 µM; 360,000 compounds, 0.35% hits; AID 602229;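 active = inhibition above the mean of all tested compounds plus 3 SD, cut at about 70% in these data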;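 note: 0% = DMSO with NR2E3 transfected cells and 100% = cells lacking NR2E3 construct; higher means lower luciferase signal from less NR2E3 corepressor binding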
aDG glyco act – increases alpha dystroglycan glycosylation. Pro5-aDG cells, alpha-DG glycosylation AlphaScreen (IIH6); 0% Pro5, 100% B10-LARGE cell signal. activation, % at 10 µM. 360,000 compounds, 0.22% hits. AID 624168;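 active = activation of at least 8% versus controls, or a plate z-score of at least 8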;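 note: Pro5 are CHO cells carrying HIG-tagged alpha-DG that lacks glycosylation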
Exocytosis inh – blocks lytic granule exocytosis. TALL-104 LAMP-1 surface exposure, flow cytometry; cells stimulated with thapsigargin and PMA. inhibition, % at 10 µM. 360,000 compounds, 0.66% hits. AID 651702;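 active = inhibition above about 55%, limit read from the data; inconclusive = no clear call, values can overlap the other calls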
hiPSC survival – hiPSC single-cell survival enhancement | ATPlite luminescence; 100% = ROCK inhibitor wells, 0% = DMSO | survival enhancement, % at 20 µM | 360,000 compounds, 0.044% hits | AID 602274; in the data active = survival enhancement above about 18%;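 note: cells exposed to compounds for 16 hours before the ATP read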
HIF-2a inh – blocks HIF-2a reporter activity. 360,000 compounds, 0.72% hits. inhibition, % at 18.8 µM. 786-0 RCC cells HIF-2a reporter, luciferase luminescence, overnight;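 active = inhibition of the luminescence signal of 40% or more relative to plate controls, in a single-dose primary screen at 18.75 µM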
Vif imaging – blocks HIV Vif function. AID 602346. inhibition, % at 7.49 µM. 340,000 compounds, 0.35% hits. HEK293T cells, Vif self-association by quenched fluorescence, imaging, 24 h; in the data active = inhibition above about 50%, passing the limit was not always enough; inconclusive = no clear call, values can overlap the other calls; inactive = below about 31%; note: some results filed as inactive read as strong as hits
PDI inh – blocks human protein disulfide isomerase activity; P07237; PDI insulin aggregation turbidity, A650, 90 min; inhibition, % at 10 µM; 350,000 compounds, 0.052% hits;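 active = mean inhibition across replicates of 30% or more, whatever share of single replicates reach that level; inconclusive = mean inhibition below 30% while every single replicate reaches 30%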;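 note: absorbance from insulin aggregation driven by PDI reduction with DTT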
Target sequence (P07237 whole entry, looked up): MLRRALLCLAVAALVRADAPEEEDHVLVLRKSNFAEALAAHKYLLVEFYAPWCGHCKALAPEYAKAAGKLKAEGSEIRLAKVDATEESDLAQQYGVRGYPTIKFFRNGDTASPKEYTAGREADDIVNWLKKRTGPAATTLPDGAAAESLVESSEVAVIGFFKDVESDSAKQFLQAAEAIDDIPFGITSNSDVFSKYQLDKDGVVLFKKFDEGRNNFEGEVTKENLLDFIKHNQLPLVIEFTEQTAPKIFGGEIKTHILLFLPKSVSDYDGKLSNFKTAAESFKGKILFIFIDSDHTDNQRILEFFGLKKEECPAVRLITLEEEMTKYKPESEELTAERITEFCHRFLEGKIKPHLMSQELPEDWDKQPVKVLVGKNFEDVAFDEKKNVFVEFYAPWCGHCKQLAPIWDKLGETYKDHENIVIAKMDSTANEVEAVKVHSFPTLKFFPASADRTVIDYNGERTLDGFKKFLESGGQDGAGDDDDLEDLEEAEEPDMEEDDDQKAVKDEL
CaV13 FRET inh – Disruptors of the CACNA1D IQ motif to Ca2+-dependent inactivation inhibitor domain association, primary screening, Förster resonance energy transfer in intact living …; HEK cells, CFP/YFP FRET ICDI-IQ, plate reader, 10 min; percent FRET-ratio fall versus neutral wells; inhibition, % at 12.3 µM; 340,000 compounds, 0.098% hits; AID 743397;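 active = mean replicate inhibition of at least 30% and at least 1% of replicates passing that level; inconclusive = only one of the two criteria is met; inactive = neither criterion is met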;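 note: 0% = median of the neutral control wells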
Peg3 promoter – reduces Peg3 promoter-driven luciferase expression in HeLa. HeLa PEG-Prom luciferase reporter, luminescence, overnight. inhibition, % at 20 µM. 360,000 compounds, 1.7% hits;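 active = inhibition of at least 50% at 20 µM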
The depositor's hits bear a star; ? = inconclusive; · = not tested or not shown; & = joins results of further samples.

Sample of the layout (three entries):
SMILES	NR2E3 ag-1	MITF TRPM1 inh	NR2E3 ag-2	aDG glyco act	Exocytosis inh	hiPSC survival	HIF-2a inh	Vif imaging	PDI inh	CaV13 FRET inh	Peg3 promoter
CCN1C(=O)c2cccc3c(S(=O)(=O)NCc4ccccn4)ccc1c23	2	11	2	-0.3	3	5.4	11	·	5	-7	7
COc1ccccc1C(=O)Nc1ccc(S(=O)(=O)N(C)c2ccccc2)cc1	-1	-13	6	-0.2	-5	0.1	-74	-12	2	-13	-14
CC(C)C(=O)N1CCN(CCN=CC2=C(O)CC(c3ccco3)CC2=O)CC1 (stereo not given)	3	2&2	-5&11	0.0&0.1	-1&-2	1.6&1.2	9&9	-2&12	12&-12	-5&-6	3&8

The whole of this part, from the start:
SMILES	NR2E3 ag-1	MITF TRPM1 inh	NR2E3 ag-2	aDG glyco act	Exocytosis inh	hiPSC survival	HIF-2a inh	Vif imaging	PDI inh	CaV13 FRET inh	Peg3 promoter
CCN1C(=O)c2cccc3c(S(=O)(=O)NCc4ccccn4)ccc1c23	2	11	2	-0.3	3	5.4	11	·	5	-7	7
COc1ccccc1C(=O)Nc1ccc(S(=O)(=O)N(C)c2ccccc2)cc1	-1	-13	6	-0.2	-5	0.1	-74	-12	2	-13	-14
CC(C)C(=O)N1CCN(CCN=CC2=C(O)CC(c3ccco3)CC2=O)CC1 (stereo not given)	3	2&2	-5&11	0.0&0.1	-1&-2	1.6&1.2	9&9	-2&12	12&-12	-5&-6	3&8
CN(Cc1nc(-c2cnccn2)no1)Cc1cccc2ccccc12	2	-1	-5	0.2	1	-0.7	7	4	1	-6	23
COc1ccc(Cl)cc1C=CC=Nc1ccccc1O	·	9	6	3.6	0	0.1	-28	-11	1	-3	-26
Cc1ccc(NC(=O)COC(=O)c2csc3c2CCC(C)C3)cc1S(=O)(=O)N1CCCCC1 (stereo not given)	1	0	-8	0.1	-1	-1.9	-10	-8	2	-6	-3
C=CCn1c(SCC(=O)Nc2nnc(C)s2)nnc1C1CC1	-4	-5	-6	-0.2	15	3.0	9	-6	0	-6	6
CCc1ccc(C(=O)CN2C(=O)NC3(CCc4ccccc43)C2=O)cc1 (stereo not given)	5	-6	2	0.2	4	-2.3	-28	1	-6	-6	-5
Cc1cc(=O)[nH]c(SCC(=O)Nc2ccc(S(=O)(=O)N3CCOCC3)cc2)n1	2	-1	2	0.0	3	0.4	4	-1	-6	-8	15
O=C(O)c1cccc(N2CCCC2=O)c1	1	-1	-23	-0.3	-2	1.9	6	0	1	-8	-10
COc1cc(S(=O)(=O)NCc2ccncc2)c(OC)cc1C	0	13	-2	0.3	17	-0.6	5	51*	19	-3	2
CN(C)NC1=CC(=[N+]2CCCC2)CC(C)(C)C1	0	-4	-8	-0.3	2	-0.8	11	9	-4	9	16
COc1ccc(-c2nnn(CC(=O)NCCc3ccc(OC)c(OC)c3)n2)cc1	3	14	15	-0.3	-5	-0.7	16	-44	-3	0	11
CC1CN(C(=O)CN2C(=O)c3ccccc3C2=O)CC(C)O1 (stereo not given)	1	10	-5	0.0	-13	-0.5	0	·	11	-4	8
Cc1cc(C)cc(-n2c3ccc(NC(=S)NC4CCCCC4)cc3c(=O)n2C)c1	·	·	-30	0.1	3	-3.1	3	17	9	-11	7
COc1cc2c(cc1OC)/C(=C/C(=O)c1ccccc1)NCC2	1	9	4	0.1	5	0.0	-4	-4	-1	-6	13
COC(=O)c1cc(NS(=O)(=O)c2ccc(N3CCOCC3)c(NC(C)=O)c2)cc(C(=O)OC)c1	0	4	-10	-0.1	-2	-1.3	13	4	-3	-3	1
CCN(CC(=O)Nc1ccccc1C(F)(F)F)C(=O)c1ccc(-n2nc(C)c(CCC(=O)OC)c2C)cc1	·	4	-4	0.4	-2	0.0	-6	-4	-2	-3	15
CCN(CC)C(=O)CN1C(=O)/C(=C/c2ccccc2)SC1=S	0	-7	-19	0.4	-4	-0.4	7	0	1	-4	3
COc1cc(CN(C(C)=O)c2ccccc2C(=O)O)ccc1[N+](=O)[O-]	·	-10	12	-0.1	0	1.9	-1	5	-2	-14	-7
COc1ccc(N2C(=O)CC(Sc3nccc(C)n3)C2=O)cc1 (stereo not given)	-1	-2	-20	0.2	0	-0.4	27	·	3	-5	3
Cn1cc([C@@H]2C[C@H]3CN(Cc4cccc(Cl)c4)C(=O)[C@]34CCCN24)c(-c2ccccc2)n1	6	8	-25	0.1	1	-0.6	24	-9	11	-3	26
CC(=NNC(=O)c1ccncc1)c1ccc(O)cc1O	·	21	13	0.3	4	0.2	7	-1	-12	-7	20
O=C(N/C(=C/c1cccc([N+](=O)[O-])c1)C(=O)N1CCOCC1)c1ccc(Br)cc1	-3	7	-1	0.0	14	1.2	5	·	13	·	13
COc1ccc2c(c1)c(=O)c(C(=O)c1ccccc1)cn2Cc1ccccc1	2	13	-6	0.1	-1	1.2	7	-4	·	-2	18
C=CCNC(=S)NNc1nc(Nc2ccccc2)nc(N2CCCCC2)n1	5	4	30	1.9	-1	6.8	7	-7	4	-4	9
CC(C)CNC(=O)[C@H]1N2C(=O)c3ccccc3C2SC1(C)C (stereo not given in full)	1	7	8	-0.2	0	-0.5	12	-4	-3	-4	11
Nc1c(S(=O)(=O)c2ccccc2)c2nc3ccccc3nc2n1/N=C/c1ccco1	0	-1	-3	0.9	1	0.1	-5	-5	-7	-4	14
COc1cccc(CNc2nc3nc(C)c(Cl)c(C)n3n2)c1	0	-38	-97	-0.2	-3	0.1	-159	10	-30	-5	-208
Cc1ccc(NS(=O)(=O)c2ccccc2)c([N+](=O)[O-])c1	·	-22	-16	0.0	-25	0.4	8	3	-1	-5	7
COc1ccc(S(=O)(=O)N2CCOC2CNC(=O)C(=O)NCc2ccc3c(c2)OCO3)cc1C (stereo not given)	·	·	-10	0.2	-3	-0.9	11	-6	6	9	6
Cc1ccc(/C=C(\C#N)C(=O)NCc2ccco2)o1	-3	-2	-6	0.0	13	-1.7	-22	-6	3	6	-16
Cc1ccc(-n2c(=O)c(C#N)cc3c(=O)n4ccccc4nc32)cc1	3	-1	-20	0.3	-3	2.3	14	-5	-2	-3	5
Oc1ccc(-c2onc(C(F)(F)F)c2-c2cscn2)c(O)c1	2	8	7	-0.2	-8	20*	20	-17	-3	·	16
O=C(CC(c1ccccc1)c1ccccc1)NCC(O)c1ccc([N+](=O)[O-])cc1 (stereo not given)	1	-4	-10	0.0	42	-0.6	6	-5	2	-7	13
O=C(c1cc(C2CCCCN2S(=O)(=O)Cc2ccccc2)on1)N1CCOCC1 (stereo not given)	·	·	-6	0.1	-2	-1.7	6	3	-1	-5	-3
CC(=O)N[C@H](Cc1c[nH]c2ccccc12)C(=O)O	0	-5	-25	-0.3	5	-1.3	7	0	7	-5	-7
CC(=O)Nc1cc2c(cc1[N+](=O)[O-])-c1ccccc1C2=NO	·	-6	-45	0.5	-2	-0.1	-46	-3	1	-8	-29
COc1ccccc1NC(=O)Cn1c(CCC(=O)O)ccc1-c1ccc(C)cc1	3	0	-11	-0.4	-6	0.1	8	9	5	-5	8
Cc1cc(C)c(C)c(S(=O)(=O)N2CCC(C(=O)N(C)Cc3nc4ccccc4c(=O)[nH]3)CC2)c1C	·	-1	18	-0.2	1	2.3	15	4	?	-5	30
O=C1c2ccccc2C(=O)N1c1ncccn1	-1	3	18	0.2	10	-1.5	24	-6	-2	·	23
CCc1ccc(NS(=O)(=O)c2cccs2)cc1	-2	-8	7	0.4	0	-2.7	-19	12	-19	-9	0
COc1ccc(-c2cc(C(F)F)n3ncc(C(=O)N4CCCc5ccccc54)c3n2)cc1	4	-3	-6	-0.5	0	-1.6	-13	21	-6	-1	11
Cc1cc(SC2CCOC2=O)nc2ccccc12 (stereo not given)	0	7	-14	0.0	1	-0.6	21	1	-1	-5	13
CCNC(=S)N1CCC(c2nc3cc(C)c(C)cc3[nH]2)CC1	2	16	-17	0.5	-1	-2.0	-7	·	21	6	1
Cc1cc(=O)[nH]c(SCC(=O)C23CC4CC(CC(C4)C2)C3)c1C#N	1	22	-9	-0.3	1	-2.0	13	-8	10	-5	12
O=C(NCc1cccnc1)c1cnc2n(c1=O)CCS2	3	-4	1	0.0	0	-1.1	5	4	10	-8	14
CCCN=C(Nc1ccc(Cl)cc1)c1cccnc1	-1	-2	-5	-0.4	2	-0.9	10	7	6	-5	6
Cc1ccc(-n2c(C)c(C)c3c(NCCO)ncnc32)cc1	1	-50	-68	-0.2	0	0.3	-154	9	1	-3	-163
CCOC(=O)c1c(C)[nH]c(C(=O)CSc2ccccc2)c1C	0	-30	-127	0.3	-4	-4.6	-151	-13	3	·	-148
CCOc1ccc(NC(=O)c2cccc(OC(=S)N3CCC(C)CC3)c2)cc1	4	1	-19	0.8	0	2.2	-17	-13	2	-7	8
Cn1cnnc1SCC(=O)Nc1sc2c(c1C#N)CCCCC2	-5	-13	-5	-0.4	-8	1.2	-83	9	-4	·	-34
Cc1nc(C)c(N)c(=O)[nH]1	0	7	6	-0.1	1	-1.1	6	0	-4	0	8
Cc1ccc(-c2nsc3c(N4CCC(C(N)=O)CC4)ncnc23)cc1	-5	-32	5	-0.1	9	-1.2	-133	3	3	-5	-141
O=C(O)c1cccc2c1Cc1cc(Cl)ccc1-2	·	2	-34	0.2	-10	0.0	-40	2	24	-8	-44
CCOc1ccc(S(=O)(=O)N2CCN(C(=S)NC3CC3)CC2)cc1	6	5	-6	0.3	2	-0.6	6	6	6	-2	14
Cc1c(-c2ccccc2)nc(N)c(C#N)c1-c1cccnc1	5	11	0	0.1	-7	0.3	22	-5	-3	4	23
CC(C)NC(=O)c1onc(CSc2ccccn2)c1C(=O)NC(C)C	4	-5	14	-0.2	8	-1.9	-3	·	-1	-10	1
COc1ccc(-c2cccc([C@H]3[C@@H]4C=CCC[C@@]4(C)C(=O)N3Cc3ccccc3)c2)cc1	1	-11	-2	0.0	-6	-3.2	18	4	-4	-5	20
O=C1CC(c2ccccc2)CC(O)=C1C=NC1CCCC1 (stereo not given)	1	3	-21	-0.2	-1	-0.1	-30	-1	-3	-9	-21

Additional records:
SMILES	NR2E3 ag-1	MITF TRPM1 inh	NR2E3 ag-2	aDG glyco act	Exocytosis inh	hiPSC survival	HIF-2a inh	Vif imaging	PDI inh	CaV13 FRET inh	Peg3 promoter
CCCn1c(N)c(C(=O)CN(C)CC(=O)Nc2cccc(F)c2)c(=O)[nH]c1=O	3	1	10	-0.1	-1	-0.5	17	-2	1	-2	27
Cc1csc2ncc(C(=O)NCCC(c3ccccc3)c3ccccc3)c(=O)n12	2	-1	7	-0.1	3	-0.5	1	1	-2	-7	23
Cc1ccc(C(=O)NCc2ccccn2)cc1S(=O)(=O)N1CCCCC1	2	-3	21	0.2	-2	-0.2	15	-1	-11	·	22
COc1ccc(C(=O)NC2CC(C)(C)Cc3c2cnn3-c2ccccc2)c(OC)c1 (stereo not given)	1	15	-24	0.2	3	2.5	1	·	-5	-5	13
